M1 PAM parental = counter-screen for M1 PAMs: effect in parental CHO-K1 cells; ATP EC20, Fluo-8 calcium fluorescence; 0% at ATP EC20, 100% at ATP max; activation, % at 3 µM; 360,000 compounds, 0.02% hits; AID 602247;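 active = activation above the run cutoff, the mean activation of all test compounds plus 3 SD, cut at about 40% in these data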;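 note: peak over basal fluorescence ratio in a 140 s read after ATP addition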
TAAR1 antagonist = human TAAR1 antagonism. Q96RJ0. CHO RD-HGA16 TAAR1, Fluo-8 calcium fluorescence, antagonist. inhibition, % at 3 µM. 360,000 compounds, 1.5% hits;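 active = inhibition above a per-plate cutoff, the mean inhibition of test compounds on that plate plus 3 SD, cut at about 49% in these data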;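 note: 0% = DMSO plus EC80 beta-PEA response and 100% = DMSO alone without agonist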
Target sequence (Q96RJ0 whole entry, looked up): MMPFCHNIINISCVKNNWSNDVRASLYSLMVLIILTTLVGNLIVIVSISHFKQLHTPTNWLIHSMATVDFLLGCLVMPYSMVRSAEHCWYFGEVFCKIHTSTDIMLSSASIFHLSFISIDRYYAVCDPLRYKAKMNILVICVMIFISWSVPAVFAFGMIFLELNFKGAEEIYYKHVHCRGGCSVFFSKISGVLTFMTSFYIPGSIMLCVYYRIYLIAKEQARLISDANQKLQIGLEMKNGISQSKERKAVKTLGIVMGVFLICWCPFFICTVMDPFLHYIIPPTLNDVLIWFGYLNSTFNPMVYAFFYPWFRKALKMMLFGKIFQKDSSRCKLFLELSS
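Material: CHO RD-HGA16 cells bearing hTAAR1; compound dosing: one-point dosing, 3 µM nominal final; schedule: dye loading 75 min at 37 °C, then 30 min room temperature; measured by: calcium fluorescence with Fluo-8; control set: vehicle and agonist controls; replication: n of 1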
CHO parental Ca = signal in parental CHO cells, OX1R antagonist counter-screen; parental CHO-K1, ATP-induced calcium, Fluo-8 fluorescence; AID 463079; 330,000 compounds, 0.63% hits; inhibition, % at 5.6 µM;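 active = inhibition above that plate's mean sample inhibition plus 3 SD, cut at about 26% in these data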;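 note: 0% = ATP-challenged DMSO wells and 100% = DMSO wells without ATP; some compounds past the cut are filed as inactive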
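Material: parental CHO cells / Compound: single nominal dose of 5.6 µM per compound / Signal: Fluo-8 fluorescence / Replicates: singlicate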
GPR7 antagonist = blocks human GPR7 receptor signaling; P48145; GPR7-expressing cells, fluorescence antagonist assay; inhibition, % at 4.4 µM; 290,000 compounds, 1.1% hits; AID 1861; in the data active = inhibition above about 16%, passing the limit was not always enough;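 note: cells stimulated with the agonist NPW; 0% = agonist with vehicle and 100% = vehicle without agonist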
Target sequence (P48145 whole entry, looked up): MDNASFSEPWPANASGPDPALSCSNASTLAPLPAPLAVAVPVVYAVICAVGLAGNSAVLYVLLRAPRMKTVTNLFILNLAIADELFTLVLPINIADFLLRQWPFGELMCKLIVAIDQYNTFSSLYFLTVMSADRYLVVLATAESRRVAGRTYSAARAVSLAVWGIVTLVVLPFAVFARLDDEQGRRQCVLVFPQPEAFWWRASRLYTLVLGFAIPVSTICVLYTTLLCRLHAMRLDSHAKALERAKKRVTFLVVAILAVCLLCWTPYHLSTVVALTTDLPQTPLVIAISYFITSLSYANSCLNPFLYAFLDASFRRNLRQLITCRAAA
OXTR agonist = human OXTR agonism; P30559; CHO-OTR cells, Fluo-8 calcium fluorescence; normalized: DMSO 0%, oxytocin 100%; activation, % at 3 µM; 320,000 compounds, 0.32% hits; AID 2435;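 active = activation above the mean of all tested compounds plus 3 SD, cutoff set per screening run, cut at about 20% in these data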;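 note: peak over basal fluorescence ratio from a 100 s FLIPR kinetic read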
CHO-K1 Ca ag = M1 agonist counterscreen hit in parental CHO-K1 cells. Fluo-8 calcium fluorescence; scaled to maximal ATP response, vehicle zero. AID 602248. activation, % at 3 µM. 360,000 compounds, 0.48% hits; in the data active = activation above about 15%;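 note: untransfected CHO-K1 host cells lacking M1 receptor as counterscreen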
V1R ag counter = V1a receptor agonism, counter-screen for OXTR agonists; CHO-V1R cells, Fluo-8 calcium fluorescence, agonist mode; 0% DMSO, 100% 3 nM vasopressin; 320,000 compounds, 0.25% hits; P37288; activation, % at 3 µM;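 active = activation above the mean activation of all tested compounds plus 3 SD, per screening run, cut at about 20% in these data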;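 note: signal is peak over basal fluorescence ratio across a 100 second FLIPR read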
Target sequence (P37288 whole entry, looked up): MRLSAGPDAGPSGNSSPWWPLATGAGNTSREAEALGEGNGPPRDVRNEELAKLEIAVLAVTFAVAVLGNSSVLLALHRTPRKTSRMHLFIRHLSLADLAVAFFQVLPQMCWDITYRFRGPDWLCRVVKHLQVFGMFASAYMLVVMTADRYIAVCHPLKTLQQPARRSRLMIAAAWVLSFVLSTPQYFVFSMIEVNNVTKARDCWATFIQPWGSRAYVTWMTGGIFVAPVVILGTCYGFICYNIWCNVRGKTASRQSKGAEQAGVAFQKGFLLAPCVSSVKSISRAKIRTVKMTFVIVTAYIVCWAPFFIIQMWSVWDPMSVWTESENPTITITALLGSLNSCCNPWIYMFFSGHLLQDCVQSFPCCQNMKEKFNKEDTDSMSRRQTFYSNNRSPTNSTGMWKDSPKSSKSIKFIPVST
OXTR potentiator = human OXTR potentiation. P30559. CHO-OTR cells, Fluo-8 calcium fluorescence, potentiator mode; 0% = oxytocin EC15, 100% = EC100. activation, % at 3 µM. 320,000 compounds, 0.061% hits;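 active = activation above that plate's cutoff, the mean activation of tested compounds plus 3 SD, cut at about 6.6% in these data, passing the limit was not always enough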;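 note: 100% uses oxytocin at 75 nM as the full agonist control; some results filed as inactive read as strong as hits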
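Measured by – Fluo-8 calcium dye fluorescence · Test system – human OTR in CHO cells · Dosing – one concentration, 3.0 µM compound · Controls – EC15 oxytocin alone as 0%, 75 nM oxytocin as 100% · Evaluation – normalized max/min fluorescence ratio, % activation · Timing – 6 min pre-incubation, 100 s read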
CHO-K1 Ca antag = nonselective inhibitor or artifact in parental CHO-K1 cells; ATP-induced calcium, Fluo-8 fluorescence; inhibition, % at 3 µM; 360,000 compounds, 0.6% hits; AID 602250;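 active = inhibition above a per-plate cutoff, the plate's mean sample inhibition plus 3 SD, cut at about 24% in these data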;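 note: 0% = DMSO plus EC80 ATP and 100% = DMSO alone without ATP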
* hit, by the source's call; . = not tested or not shown. Rows are unselected; about 3.5% have a hit in one of these screens.

SMILES | M1 PAM parental | TAAR1 antagonist | CHO parental Ca | GPR7 antagonist | OXTR agonist | CHO-K1 Ca ag | V1R ag counter | OXTR potentiator | CHO-K1 Ca antag
O=C(CCC(=O)OCC(=O)c1ccc(C(F)(F)F)cc1)OCC(=O)c1ccc(C(F)(F)F)cc1 | 12 | -20 | -12 | -7 | -0.3 | 6.6 | -0.1 | -8 | -12
Cn1c(=O)c2c(nc(SCC(=O)N3c4ccccc4CCc4ccccc43)n2C)n(C)c1=O | -11 | -5 | . | -10 | . | -0.6 | . | . | 22
CCCCOC(=O)Nc1nnc(CCOCC)s1 | 12 | -14 | -7 | -8 | -0.9 | -0.2 | 0.2 | -8 | -7
CCn1c(=O)c(NC(=O)c2ccccc2)c2n(c1=S)CCCCC2 | -4 | -6 | -18 | -1 | 0.1 | 0.1 | -1.3 | 1 | 1
CC(C)=CCc1c(O)cc2c(=O)c3ccc(O)cc3oc2c1O | 11 | 18 | -2 | . | -1.4 | 1.2 | -0.3 | 0 | -4
COc1ccc(/C(C)=N/OC/C(O)=C(\C#N)c2nc3ccccc3[nH]2)cc1 | 0 | -12 | 0 | -16 | 0.2 | 0.0 | 1.6 | -4 | -2
Cc1ccc(-c2nnc(NCCCO)c3ccccc23)cc1 | -1 | -13 | -16 | 11 | -2.6 | -1.6 | -0.4 | -7 | -5
COc1cccc(C(=O)COC(=O)C2CC(=O)N(c3ccc(Oc4ccccc4OC)cc3)C2)c1 (stereo unspecified) | -12 | 16 | 5 | -2 | 4.0 | 2.9 | 5.4 | -8 | 0
Cc1cc(C)n(-c2nc(C)nc(NCc3ccccc3)n2)n1 | 0 | -14 | -4 | -9 | -0.8 | 1.1 | -0.3 | -10 | 1
CC1CCCN(CCCNC(=O)C2CC(=O)N(c3ccc(F)c(Cl)c3)C2)C1 (stereo unspecified) | 1 | -5 | -8 | -16 | 2.4 | 0.4 | 1.0 | -6 | -16
Nc1cccc2nsnc12 | -9 | -19 | -5 | -6 | -0.2 | 4.1 | -0.2 | -12 | 5
CCC(C(=O)NCCCc1ccccc1)n1nc(C)c2c(C)n(-c3ccccc3)nc2c1=O (stereo unspecified) | 23 | -28 | -22 | -20 | -0.5 | 1.9 | 2.9 | -1 | -16
O=C(CCl)N(CCCNC(=O)C(F)(F)F)c1ccc([N+](=O)[O-])cc1 | 8 | -26 | -12 | -6 | 1.2 | 0.2 | 1.0 | 3 | -8
COc1ccc(S(=O)(=O)N2CCOCC2)cc1NC(=O)Cc1c(Cl)cccc1Cl | 5 | 21 | -8 | -4 | -0.7 | 0.8 | 1.5 | -3 | 1
CC(=O)Nc1ccc(S(=O)(=O)NC(CC(=O)NCCC2=CCCCC2)C(C)C)cc1 (stereo unspecified) | -4 | -11 | -13 | -12 | -1.1 | 0.3 | 0.1 | -13 | 1
CC1CCN(C(=O)c2ccccc2NC(=O)Nc2ccccc2)CC1 | -4 | -11 | -10 | -6 | -0.9 | 0.1 | -1.0 | -1 | -2
CCc1nc(SCC(=O)N2CCCc3ccccc32)c2oc3ccccc3c2n1 | 7 | 23 | -11 | -2 | -1.6 | 0.4 | 1.6 | -9 | 0
Cc1ccc(O)c(C(=O)CC(=O)c2cccc(F)c2)c1 | -5 | 28 | -1 | 2 | 0.5 | -0.3 | -0.8 | -16 | -1
CC(C)CCOc1ccc(C(=O)NCC(c2ccco2)N(C)C)cc1 (stereo unspecified) | 7 | -16 | -15 | 0 | 0.0 | -0.8 | 0.2 | -8 | -4
CN(c1ccc(C(=O)N2CCN(c3ccccc3F)CC2)cc1)S(=O)(=O)c1ccccc1 | -8 | -2 | -9 | -4 | 3.8 | 4.1 | 6.3 | -9 | -13
CCOC(=O)c1sc(NC(=O)CSc2nncs2)c(C(=O)OCC)c1C | 4 | 2 | -17 | -16 | -0.3 | 0.0 | 0.9 | -12 | 0
CC1(C)CC(=O)C2=C(C1)c1c(ccc3ccccc13)NC2c1ccc(Br)o1 (stereo unspecified) | 0 | 7 | -21 | -4 | -1.4 | -0.1 | -1.0 | -14 | -1
Cc1ccc(OCC(=O)NNC(=O)Cc2ccc(S(=O)(=O)N3CCOCC3)s2)cc1 | -18 | -41 | -11 | . | -0.6 | -0.7 | -0.6 | -9 | 7
CC(=O)NC(Cc1cccc(F)c1)C(=O)NC1CCN(C(=O)Nc2ccccc2)CC1 (stereo unspecified) | -12 | -2 | -11 | -17 | 0.7 | -0.4 | 1.1 | -3 | 2
Cc1ccc(C2=N/C(=C\N(C)C)C(=O)O2)cc1 | 17 | -14 | -13 | 2 | -0.4 | 0.1 | 0.0 | 2 | -20
O=C(C1CCCO1)N1CCN(Cc2c(O)ccc3ccccc23)CC1 (stereo unspecified) | 7 | -14 | 29* | 1 | 6.2 | 2.0 | 4.6 | -15 | -5
O=C(O)CC1Sc2ccccc2NC1=O (stereo unspecified) | 12 | -23 | -1 | -9 | 0.2 | 0.5 | 0.2 | 1 | -8
O=C1C2Sc3[nH]c(=O)sc3C(c3ccccc3)C2C(=O)N1c1ccc(Cl)cc1 (stereo unspecified) | 10 | 20 | -6 | 8 | 0.9 | 1.0 | 1.1 | -8 | 4
CCc1cc(=O)[nH]c(SCCc2ccccc2)n1 | 10 | . | -3 | -4 | -0.5 | 0.3 | 0.3 | 2 | -15
O=C(Nc1cccc(-c2cccc(Cl)c2)c1)C1CCN(Cc2ccccn2)CC1 | -17 | -2 | -12 | 13 | 0.7 | 0.4 | 0.9 | -14 | 8

Some of the entries above, reformatted:
CC1(C)CC(=O)C2=C(C1)c1c(ccc3ccccc13)NC2c1ccc(Br)o1 (stereo unspecified)
  M1 PAM parental = 0
  TAAR1 antagonist = 7
  CHO parental Ca = -21
  GPR7 antagonist = -4
  OXTR agonist = -1.4
  CHO-K1 Ca ag = -0.1
  V1R ag counter = -1.0
  OXTR potentiator = -14
  CHO-K1 Ca antag = -1

Cc1ccc(OCC(=O)NNC(=O)Cc2ccc(S(=O)(=O)N3CCOCC3)s2)cc1
  M1 PAM parental = -18
  TAAR1 antagonist = -41
  CHO parental Ca = -11
  GPR7 antagonist = .
  OXTR agonist = -0.6
  CHO-K1 Ca ag = -0.7
  V1R ag counter = -0.6
  OXTR potentiator = -9
  CHO-K1 Ca antag = 7

The list goes on.
SMILES | M1 PAM parental | TAAR1 antagonist | CHO parental Ca | GPR7 antagonist | OXTR agonist | CHO-K1 Ca ag | V1R ag counter | OXTR potentiator | CHO-K1 Ca antag
CCC(=O)Nc1ccc(N2CCN(Cc3ccccc3)CC2)cc1 | 18 | 11 | -9 | 2 | 1.5 | 0.3 | -0.2 | 1 | -4
CSc1nnc(NC(=O)c2nc(S(=O)(=O)Cc3ccc(C)cc3)ncc2Cl)s1 | -6 | -4 | -7 | 0 | -1.3 | -0.1 | -0.3 | -5 | -8
Cc1ccc(NC(=O)COC(=O)CCc2c[nH]c(=O)[nH]2)cc1 | -5 | 0 | 5 | -10 | 0.7 | -0.2 | -0.4 | 2 | 16
COc1ccc(C2CC(=O)C(C(c3ccc(O)cc3)C3C(=O)CC(c4ccc(OC)cc4)CC3=O)C(=O)C2)cc1 (stereo unspecified) | . | . | -9 | -20 | 0.5 | . | 1.5 | -1 | .
Nc1ncnc(Oc2ccccc2F)c1[N+](=O)[O-] | 12 | 1 | -7 | 3 | 0.3 | -0.1 | 0.2 | -11 | -12
CC(C)(C)c1ccc2oc(=O)cc(-c3cccc(-c4ccc(C(F)(F)F)cc4)c3)c2c1 | -6 | 4 | -21 | . | . | -0.2 | . | . | -9
Cc1cc(OC(C)C(=O)NCc2ccncc2)c2c(C)cc(=O)oc2c1 (stereo unspecified) | 13 | 1 | -13 | -6 | 0.1 | 2.0 | 1.7 | 2 | -15
COC(=O)[C@]1(Cc2ccccc2)N[C@H](CN(C)C(=O)COc2ccccc2)[C@@H]2C(=O)N(C)C(=O)[C@@H]21 | 12 | -22 | -16 | . | 0.3 | 0.2 | 0.1 | 1 | -11
CC1(C)Oc2ccc(/C=C/C(=O)N3CCOCC3)c(O)c2C(N2CCOCC2)C1O (stereo unspecified) | . | . | 10 | -6 | 0.5 | . | 2.4 | -1 | .
CC(=O)Nc1ccc(C(=O)CSc2nnc(Cn3nnc4ccccc43)n2C)cc1 | 27 | 3 | -5 | 13 | 1.6 | 0.8 | -0.4 | 10 | -18
CC(C)c1ccc(NC(=O)C2C3C=CC4(O3)C2C(=O)N(CCCN2CCCCC2)C4C(=O)NC2CCCCC2)cc1 (stereo unspecified) | 2 | -19 | -18 | -5 | -0.2 | 1.3 | -0.3 | -4 | -17
Cn1ncc(C(N)=O)c1NC(=S)NC(=O)c1ccc(Br)o1 | 14 | -16 | -13 | 0 | 0.8 | 9.4 | -0.2 | -5 | -13
Cn1nc(-c2ccccc2)cc1NC(=O)CCCC(=O)O | 6 | -6 | -2 | -1 | 1.2 | 4.2 | 0.6 | -4 | -8
O=C(Nc1ccc2c(c1)OCO2)c1cnc(Cl)c(Cl)c1 | 24 | 2 | . | . | . | 2.1 | . | . | -12
Cc1cccn2cc(CNc3ccccc3)nc12 | 17 | 9 | -19 | -1 | -0.4 | 0.5 | -0.9 | -3 | -7
C[C@H](CO)N1C[C@H](C)[C@@H](CN(C)S(=O)(=O)c2ccccc2)Oc2ccc(NC(=O)c3ccncc3)cc2C1=O | -7 | -3 | -12 | . | 0.9 | 0.0 | -0.3 | 2 | -9
CCOc1ccccc1NC(=O)COC(=O)CN(C)S(=O)(=O)c1ccc(C)cc1 | 9 | 1 | -14 | -2 | -2.4 | 1.6 | 1.8 | -5 | -10
CN1C(=O)CSc2ccc(NC(=O)NCCC3=CCCCC3)cc21 | 14 | 33 | -9 | -5 | 7.9 | 9.0 | 6.6 | -9 | -3
Cc1ccc(-n2c(-c3ccncc3)nnc2-c2cccs2)cc1 | 3 | -9 | -12 | -15 | -0.2 | -0.1 | -0.2 | 0 | 8
CC1=C(C(=O)Nc2ccccc2C(=O)NC2CCC(C)CC2)SCCO1 (stereo unspecified) | -3 | -10 | -14 | -8 | -0.6 | 0.5 | -0.6 | -6 | -8
O=C(NC1CCSc2ccccc21)c1ccc(F)c(S(=O)(=O)N2CCOCC2)c1 (stereo unspecified) | 16 | -14 | -10 | 7 | 0.0 | 1.3 | 1.2 | -13 | 2
Cc1cccc(C(=O)Oc2ccc(/C=N/NC(=O)c3ccc(O)cc3)cc2)c1 | -16 | 73* | . | -12 | . | 6.3 | . | . | 11
COC(=O)c1ccccc1NC(=O)c1ccccc1N(C)S(C)(=O)=O | -6 | -8 | -20 | -12 | 0.2 | 0.1 | 0.5 | -10 | 5

Structural class: the entries above containing a nitro group on carbon (two)
SMILES | M1 PAM parental | TAAR1 antagonist | CHO parental Ca | GPR7 antagonist | OXTR agonist | CHO-K1 Ca ag | V1R ag counter | OXTR potentiator | CHO-K1 Ca antag
O=C(CCl)N(CCCNC(=O)C(F)(F)F)c1ccc([N+](=O)[O-])cc1 | 8 | -26 | -12 | -6 | 1.2 | 0.2 | 1.0 | 3 | -8
Nc1ncnc(Oc2ccccc2F)c1[N+](=O)[O-] | 12 | 1 | -7 | 3 | 0.3 | -0.1 | 0.2 | -11 | -12

Screening data: PubChem, The Scripps Research Institute Molecular Screening Center
